Assay outcomes from PubChem BioAssay.
ERK AVP inh: inhibitors of vasopressin-stimulated ERK signaling pathway; 72,000 compounds, 0.99% hits; Potency, µM (series often up to 57.5 µM), for the others: top-dose activity, negative = inhibition, hits mostly inhibitors; HEK293-V1b, vasopressin-stimulated pERK AlphaScreen; further: potency means the concentration at half of the fitted maximal effect; on the % scale 0 is the no-effect control and ±100 the full control effect; nearly all actives have a fitted effect of over 55% in size
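V1b-HEK293 cells; cpd 30 min 37C; 25 nM vasopressin 5 min; lyse 10 min; AlphaScreen beads 5 hr RT. Normalized to DMSO basal and 25 nM vasopressin; AC50 by Hill fit.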
Casp7 inh: allosteric or competitive inhibitors of human caspase-7; Potency, µM (top dose mostly 57.5 µM), for inactives: at the top dose activity change, negative = inhibition, usual class: inhibitors; 75,000 compounds, 0.02% hits; recombinant caspase-7, Ac-DEVD-AFC fluorescence rate; P55210; active means well fitted inhibition curve with a large enough effect in the main read-out, with a control signal flat, not every such curve was filed as active; inconclusive means small, poorly fitted or top-dose-only effect, or a change in a side signal; further: potency means the concentration at half of the fitted maximal effect; % of control where 0% means no effect
FLuc inh: firefly luciferase inhibition | 72,000 compounds, 2.2% hits | Potency, µM (doses to about 57.1 µM), for the others: top-dose activity change, negative = inhibition, hits mostly inhibitors | P08659 | AID 411 | purified firefly luciferase, luminescence, 8 min; further: potency means the concentration at half of the fitted maximal effect; on the % scale 0 is the no-effect control and ±100 the full control effect; nearly all actives have a fitted effect of over 40% in size
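Substrate buffer containing 10 uM ATP (pH 7.2 imidazole, Mg2+, KCl, detergent, BSA) is dispensed, compound pinned in, then luciferase/luciferin detector mix added. After 8 min at ambient temperature, light output is measured.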
Tau fil binding: binders of human tau filaments; recombinant tau filaments, thioflavin S fluorescence, 15 h; filaments grown with octadecylsulfate alongside compound; Potency, µM (top dose mostly 57.1 µM), for the others: top-dose activity change, negative = inhibition; 71,000 compounds, 2% hits; AID 596;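 further: potency means the concentration at half of the fitted maximal effect; on the % scale 0 is the no-effect control and ±100 the full control effect; actives lower thioflavin S fluorescence by blocking filaments or displacing dye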
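Recombinant tau protein (human, 1 uM final) plus 30 uM ODS in HEPES pH 7.4 with NaCl, DTT and thioflavine S. Compound present from the start; fluorescence at 510 nm after 15 h, 37 C.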
Rhodamine autofl: compound autofluorescence in rhodamine spectral region; Rhodamine-region fluorescence, 547/598 nm, Tris buffer; active compounds read high; max dye-equivalent concentration, M; 59,000 compounds, 0.05% hits; AID 594; in the data active means max dye-equivalent concentration above about 11 nM; inconclusive means between about 1.1 nM and that limit
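Intrinsic compound fluorescence, ex 547 / em 598 nm, CCD imager. Tris 100 mM pH 8.0; 15 min RT. Output = rhodamine dye-equivalent concentration at each compound concentration.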
HEK293 cAMP cs: raises cAMP in parental HEK293 cells, TSHR agonist counter-screen; AID 938; Potency, µM (titrated, usually from 57.1 µM), for inactives: top-dose activation, usual class: activators; parental HEK293 CNG cAMP sensor, membrane potential fluorescence; 73,000 compounds, 2.5% hits; further: potency means the concentration at half of the fitted maximal effect; % of control where 0% means no effect; nearly all actives have a fitted effect of over 55% in size
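Counterscreen for endogenous-receptor signalling: CNG-channel HEK 293 cells report cAMP rise by membrane depolarization. After 60 min dye equilibration with 100 uM RO 20-1724, compounds incubated 30 min before bottom-read fluorescence at 590 nm.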
A350 fluor: compounds fluorescent in Alexa 350 spectral region; max dye-equivalent concentration, M; 59,000 compounds, 11% hits; Compound autofluorescence, 340/450 nm, Alexa 350 dye-equivalents; active compounds read high; AID 590; in the data active means max dye-equivalent concentration above about 10 nM; inconclusive means mostly about 1.1 nM to 9.6 nM
Fluorescein fluor: compound autofluorescence in fluorescein spectral region; max fluorescein-equivalent concentration, M; Compound autofluorescence, 480/540 nm, fluorescein-equivalent; active compounds read high; 59,000 compounds, 0.91% hits; in the data active means max fluorescein-equivalent concentration above about 10 nM; inconclusive means between about 1.1 nM and that limit
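Compounds were pin-transferred into 100 mM Tris buffer, pH 8.0, and incubated 15 min at room temperature. Fluorescence was read at 480 nm excitation/540 nm emission. Signals were normalized to an on-plate six-point fluorescein standard curve as dye-equivalent concentration.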
4-MU autofl: compounds fluorescent in 4-MU spectral region. compound autofluorescence, 340/450 nm, 4-MU equivalents; active compounds read high. max dye-equivalent concentration, M. 59,000 compounds, 11% hits; in the data active means max dye-equivalent concentration above about 10 nM; inconclusive means mostly about 1.1 nM to 9.6 nM
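Compounds in 100 mM Tris, pH 8.0, sat 15 min at room temperature before fluorescence was read at 340 nm excitation/450 nm emission; a per-plate six-point 4-MU standard curve converted signals to dye-equivalent concentration at each compound concentration.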
Casp1 inh: caspase-1 (human) inhibition, allosteric or competitive | P29466 | Caspase-1 enzyme, Ac-WEHD-AFC fluorogenic rate | Potency, µM (titrated, usually from 57.5 µM), inactives show top-dose activity change, negative = inhibition, usual class: inhibitors | 75,000 compounds, 0.03% hits | AID 900;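 further: potency means the concentration at half of the fitted maximal effect; plate controls were vehicle for no effect and no substrate for full effect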
TexasRed autofl: Texas Red region autofluorescence; Compound fluorescence, Texas Red channel, 547/618 nm; active compounds read high; max dye-equivalent concentration, M; 59,000 compounds, 0.06% hits; AID 587; in the data active means max dye-equivalent concentration above about 10 nM; inconclusive means between about 1.1 nM and that limit
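Compound titrations in 100 mM Tris pH 8.0 were incubated 15 min at room temperature and read at 547 nm excitation / 618 nm emission. Texas Red six-point standard curve on each plate converted fluorescence to dye-equivalent concentration.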
Numbers without * were called inactive; i = inactive; ? = inconclusive; nt = no result given; [ ] = another dose, or the depositor's remark. Unless noted, the call rests on the fitted dose curve; in most records, active means well fitted curve in the direction sought with a large enough effect; inconclusive means small, poorly fitted or top-dose-only effect, or another doubt; inactive means no such curve, though single readings can be large; an effect the other way counts as inactive or inconclusive. An excerpt, so the mix of outcomes need not match the whole.

#1 COc1ccc(-c2nc(NC(=O)C3CCN(c4nc5ccccc5o4)CC3)sc2C)cc1
#2 CCOC(=O)COc1ccc2c3c(c(=O)oc2c1C)CCC3
#3 O=C(Nc1nccs1)c1ccc(Cl)c(S(=O)(=O)N2CCOCC2)c1
#4 CC1(C)Cc2c(sc3nc(-c4cc5ccccc5o4)n(N)c(=O)c23)CO1
#5 Cn1c(COc2ccccc2)nnc1SCCSc1nnc(COc2ccccc2)n1C
#6 CN(C)c1ccc(NC(=O)Cn2c(=O)n(Cc3ccccc3)c(=O)c3ccccc32)cc1
compound no.	1	2	3	4	5	6
ERK AVP inh	0%	10%	-10%	-17%	5%	-5%
Casp7 inh	-1%	-1%	-1%	-5%	-3%	0%
FLuc inh	0%	-1%	0%	4%	1%	-3%
Tau fil binding	16%	39%	10%	0%	-9%	306%
Rhodamine autofl	i	i	i	i	i	i
HEK293 cAMP cs	0%	15%	3%	?	21%	-11%
A350 fluor	i	i	i	1.2e-07M*	i	i
Fluorescein fluor	?	?	i	i	?	i
4-MU autofl	i	i	i	1.2e-07M*	i	i
Casp1 inh	-2%	-1%	-2%	-7%	0%	-2%
TexasRed autofl	i	i	i	?	i	i

#7 O=C1CN(C(=O)c2ccco2)C(c2ccccc2)c2cc(Cl)ccc2N1 (stereo not given)
#8 Cc1cc(NC(=O)c2noc3c2CCCCC3)no1
#9 CCOC(=O)C(NS(=O)(=O)c1ccc(Br)cc1)C(C)C (stereo not given)
#10 CCc1nnc(NC(=O)CCC(=O)N2CCN(Cc3ccc(Cl)cc3)CC2)s1
#11 CC1CCCC(NC(=O)COC(=O)Cc2cn3ccsc3n2)C1C (stereo not given)
#12 O=C(c1nn(Cc2ccccc2)c(=O)c2ccccc12)N1CCN(c2ccccn2)CC1
compound no.	7	8	9	10	11	12
ERK AVP inh	9%	18%	-5%	?	-3%	-25%
Casp7 inh	-1%	-1%	1%	-2%	-12%	-1%
FLuc inh	-1%	-23%	4%	3%	-1%	-2%
Tau fil binding	6%	-20%	-8%	-5%	-25%	12%
Rhodamine autofl	i	i	i	i	i	i
HEK293 cAMP cs	20%	-1%	17%	25%	32µM*	4µM*
A350 fluor	i	i	?	i	?	i
Fluorescein fluor	i	i	i	i	?	i
4-MU autofl	i	i	?	i	?	i
Casp1 inh	1%	2%	-3%	-1%	-4%	1%
TexasRed autofl	i	?	i	?	?	i

#13 COC(=O)[C@@]1(Cc2ccc(F)cc2)[C@H]2c3cc(C(=O)N(C)C)n(Cc4cc(F)c(F)c(F)c4)c3C[C@H]2CN1C(=O)c1ccccc1
#14 CCOC(=O)N1CCN(C(=O)CCc2nc3sc4c(c3c(=O)[nH]2)CCCC4)CC1
#15 Nc1nc(Cc2ccccc2)nc(Cc2ccccc2)c1-c1ccccc1
#16 O=C(CN1C(=O)C2C3c4ccccc4C(c4ccccc43)C2C1=O)N1CCOCC1 (stereo not given)
#17 COc1ccc(Cl)cc1-c1nc(-c2ccncc2)no1
#18 Cc1nc2nc(C)c(CCC(=O)NCCC3=CCCCC3)c(C)n2n1
compound no.	13	14	15	16	17	18
ERK AVP inh	0%	16%	3%[11.5 µM]	-14%	-9%	11%
Casp7 inh	1%	1%	-3%[11.5 µM]	0%	-1%	-1%
FLuc inh	nt	1%	3%[11.4 µM]	1%	0%	0%
Tau fil binding	1%	9%	-2%[11.4 µM]	-7%	1%	-9%
Rhodamine autofl	nt	i	i	i	i	i
HEK293 cAMP cs	27%	?	5%[11.4 µM]	5%	17%	6%
A350 fluor	nt	?	i	i	?	i
Fluorescein fluor	nt	i	?	i	i	i
4-MU autofl	nt	?	i	i	i	i
Casp1 inh	0%	0%	0%[11.5 µM]	2%	0%	0%
TexasRed autofl	nt	i	i	i	i	i

One compound at a time (already shown).
Cc1nc2nc(C)c(CCC(=O)NCCC3=CCCCC3)c(C)n2n1 is listed with ERK AVP inh: 11%; Casp7 inh: -1%; FLuc inh: 0%; Tau fil binding: -9%; Rhodamine autofl: i; HEK293 cAMP cs: 6%; A350 fluor: i; Fluorescein fluor: i; 4-MU autofl: i; Casp1 inh: 0%; TexasRed autofl: i
CCOC(=O)N1CCN(C(=O)CCc2nc3sc4c(c3c(=O)[nH]2)CCCC4)CC1 is listed with ERK AVP inh: 16%; Casp7 inh: 1%; FLuc inh: 1%; Tau fil binding: 9%; Rhodamine autofl: i; HEK293 cAMP cs: ?; A350 fluor: ?; Fluorescein fluor: i; 4-MU autofl: ?; Casp1 inh: 0%; TexasRed autofl: i
COC(=O)[C@@]1(Cc2ccc(F)cc2)[C@H]2c3cc(C(=O)N(C)C)n(Cc4cc(F)c(F)c(F)c4)c3C[C@H]2CN1C(=O)c1ccccc1 is listed with ERK AVP inh: 0%; Casp7 inh: 1%; FLuc inh: nt; Tau fil binding: 1%; Rhodamine autofl: nt; HEK293 cAMP cs: 27%; A350 fluor: nt; Fluorescein fluor: nt; 4-MU autofl: nt; Casp1 inh: 0%; TexasRed autofl: nt

(more compounds)
#19 Cc1cc(=O)n(-c2ccc(O)cc2)[nH]1
#20 O=C(c1cccc(F)c1)N1CCN(S(=O)(=O)c2ccc(C(F)(F)F)cc2)CC1
#21 C=CCn1c(SCCCc2ccccc2)nc2c1c(=O)[nH]c(=O)n2C
#22 COCCNC(=O)c1ccc(CS(=O)(=O)c2c(Cl)cccc2Cl)o1
#23 CCOC(=O)CSc1nc2cccnc2n1-c1ccc(F)cc1
#24 C=CCOc1cccc(C2C(C(=O)c3ccc(C)o3)=C(O)C(=O)N2c2nccs2)c1 (stereo not given)
compound no.	19	20	21	22	23	24
ERK AVP inh	7%	0%	nt	-1%	-21%	-5%
Casp7 inh	1%	0%	-1%	2%	-4%	-25%
FLuc inh	2%	2%	0%	4%	-1%	0%
Tau fil binding	-7%	6%	62%	4%	-10%	151%
Rhodamine autofl	i	i	nt	nt	i	i
HEK293 cAMP cs	-10%	10%	22%	1%	?	24%
A350 fluor	i	i	nt	nt	i	?
Fluorescein fluor	i	i	nt	nt	?	3.6e-08M*
4-MU autofl	i	i	nt	nt	i	?
Casp1 inh	0%	-3%	-2%	-1%	-1%	?
TexasRed autofl	i	?	nt	nt	i	i

#25 O=C1OC2(CCCCC2)OC(=O)C1=CNc1ccc2c(c1)OCO2
#26 CCn1c(C)cc(=S)c2ccccc21
#27 CN(C)C(=O)c1ccc(NC(=O)c2cncc(Br)c2)cc1
#28 Cc1ccc(SCc2[nH]nc3c2C2(C(=O)N(C)c4ccccc42)C(C#N)=C(N)O3)cc1 (stereo not given)
#29 N#CCSc1nc2ccc(N3CCCCC3)cc2c(=O)n1Cc1ccccc1
#30 CNc1cc(-c2ccccc2CN(C)C)ncn1
compound no.	25	26	27	28	29	30
ERK AVP inh	-3%	24%	1%	-11%	16%	0%
Casp7 inh	-2%	-9%	1%	0%	-14%	0%
FLuc inh	-3%	-1%	-4%	0%	-1%	0%[2.29 µM]
Tau fil binding	-2%	5µM*	-13%	23%	-88%	0%
Rhodamine autofl	i	i	i	i	i	i
HEK293 cAMP cs	13%	0%	0%	13%	-6%	-6%
A350 fluor	1e-07M*	?	i	i	?	i
Fluorescein fluor	i	?	i	i	i	i
4-MU autofl	6.9e-08M*	?	i	i	?	i
Casp1 inh	-2%	-9%	-1%	-1%	?	1%
TexasRed autofl	i	i	i	?	i	i

#31 O=C(Nc1cccc(C(F)(F)F)c1)c1cccnc1N1CCN(CCO)CC1
#32 COc1ccc(-n2nnc3c(=O)n(CC(=O)N4CCCC4)cnc32)cc1
#33 C/C=C/COC(=O)c1[nH]c2c(c1C)C(=O)CC(c1ccco1)C2 (stereo not given)
#34 O=C(O)c1cc(NCc2ccccc2C(F)(F)F)ccc1N1CCOCC1
#35 CCc1ccc(C(=O)COC(=O)CNC(=O)c2ccco2)cc1
#36 CCOC(=O)c1c(O)c2c(n(Cc3ccco3)c1=O)CCCC2
compound no.	31	32	33	34	35	36
ERK AVP inh	-22%	4%	-11%	-8%	-1%	5%
Casp7 inh	1%	0%	-15%	1%	-1%	0%
FLuc inh	1%	2%	3%	0%	-6%	-1%
Tau fil binding	-11%	0%	85%	-3%	-10%[11.4 µM]	2%
Rhodamine autofl	i	i	nt	i	nt	i
HEK293 cAMP cs	8%	0%	?	4%	19%[11.4 µM]	16%
A350 fluor	i	?	nt	?	nt	i
Fluorescein fluor	i	i	nt	?	nt	i
4-MU autofl	i	?	nt	i	nt	i
Casp1 inh	0%	-2%	-4%	-1%	0%	3%
TexasRed autofl	i	i	nt	i	nt	?

#37 Cn1c(=O)[nH]c(=O)c2c1nc1n2CCCN1CCc1ccccc1
#38 COC(=O)c1cnn2c(C(F)(F)F)cc(-c3ccc(F)cc3)nc12
#39 O=C(c1cccc2ccccc12)N1CCN(c2ccccc2F)CC1
#40 O=C(CSc1nnc(SCC(=O)c2ccco2)s1)c1ccco1
compound no.	37	38	39	40
ERK AVP inh	-4%	-26%	3%	5%
Casp7 inh	0%	-6%	-1%	0%
FLuc inh	2%	0%	0%	1%
Tau fil binding	-1%	3%	13%	-5%
Rhodamine autofl	i	i	i	i
HEK293 cAMP cs	-6%	?	15%	5%
A350 fluor	?	5.9e-08M*	i	i
Fluorescein fluor	i	i	i	?
4-MU autofl	i	6.2e-08M*	i	i
Casp1 inh	1%	?	-2%	-4%
TexasRed autofl	i	i	i	i
